mec2-1: NCI yeast anticancer drug screen, S. cerevisiae mec2-1 strain; 79,000 tested, 9% active; AID 157, 2004; % growth inhibition at 50 µM;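 further: 0% = growth of vehicle-only cultures of the same strain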
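Readout is yeast growth inhibition, normalised to vehicle-treated controls, in the mec2-1 strain exposed to compound.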
yeast sgs1 mgt1: NCI yeast anticancer drug screen, S. cerevisiae sgs1 mgt1 strain. % growth inhibition at 50 µM. 78,000 tested, 10% active;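 further: 0% = growth of vehicle-only cultures of the same strain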
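Yeast cells carrying a defined DNA-repair defect were exposed to test compounds. Growth inhibition was measured relative to vehicle-treated controls.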
mlh1 rad18: NCI yeast anticancer drug screen, S. cerevisiae mlh1 rad18 strain | growth inhibition, % at 50 µM | 79,000 tested, 11% active | AID 175, 2004;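 further: 0% = growth of vehicle-only cultures of the same strain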
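Growth inhibition of the yeast strain was measured after compound exposure and expressed relative to vehicle-treated controls. The strain carries defined defects in DNA damage repair.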
bub3: NCI yeast anticancer drug screen, S. cerevisiae bub3 mutant strain | AID 167, 2004 | 78,000 tested, 9.9% active | % growth inhibition at 50 µM;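 further: 0% = growth of vehicle-only cultures of the same strain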
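Inhibition values come from growth of compound-treated mutant yeast normalised to vehicle-treated controls.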
cln2 rad14: NCI yeast anticancer drug screen, S. cerevisiae cln2 rad14 strain. growth inhibition, % at 50 µM. 78,000 tested, 8.3% active. AID 165, 2004;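 further: 0% = growth of vehicle-only cultures of the same strain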
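The screen exposed genetically defined yeast (cln2 rad14) to test compounds and scored growth inhibition relative to vehicle-treated controls.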
rad50: NCI yeast anticancer drug screen, S. cerevisiae rad50 strain; % growth inhibition at 50 µM; 79,000 tested, 10% active; AID 155, 2004;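 further: 0% = growth of vehicle-only cultures of the same strain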
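DNA repair mutant yeast, compound exposure, growth read-out; inhibition is taken relative to vehicle.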
* marks the source's active call; other numbers are inactive results; x = no result given; & = joins results of further samples. No stated cut-off is given here; in the data, active means growth inhibition above about 70%; inactive means the rest.

Preview (13 entries):
SMILES | mec2-1 | yeast sgs1 mgt1 | mlh1 rad18 | bub3 | cln2 rad14 | rad50
CCN(CC)CCN1C(=O)c2cccc3cc([N+](=O)[O-])cc(c23)C1=O | -3 | -25 | -30 | -6 | 0 | 62
OCc1ccccc1 | 19 | 0 | 26 | 29 | -15 | 37
CNc1ccccc1C(=O)N/N=C/C1CCCCC1 | -3 | 17 | 8 | 10 | -7 | 1
Cc1nc([N+](=O)[O-])cn1/C=C/Cn1cc([N+](=O)[O-])nc1C | -19 | 5 | 5 | -26 | 7 | -3
C=Cc1c(C)c2cc3[nH]c(cc4nc(cc5nc(cc1[nH]2)C(C)=C5CCC(=O)O)C(CCC(=O)O)=C4C)c(C)c3C=C | -13&2 | 13&9 | 27&33 | 0&1 | 10&10 | 13&6
CC1(C)N=C(/C(C#N)=[N+](/[O-])C(=O)c2ccccc2)C(C)(C)N1O | 0 | 25 | 8 | -10 | 8 | 10
CO/[N+]([O-])=C\C(=O)N/C=C/C(=O)O | 6 | 7 | 15 | 24 | 19 | 19
O=S(=O)(N1CCCCC1)N1CCCCC1 | -1 | 1 | -2 | 10 | 9 | 2
C[Si](C)(C)CCCO | 18 | 3 | 10 | 9 | 7 | 0
C=CCNc1nc(-c2ccc(OC)c(OC)c2)cs1 | 7 | 6 | 8 | 0 | 12 | 31
CCOC(=O)c1[nH]cc(C)c1-c1c[nH]c2ccccc12 | 28 | 20 | 41 | -4 | 20 | 31
c1ccc(Cn2ccnc2CSCCSCc2nccn2Cc2ccccc2)cc1 | 37 | -6 | 30 | -1 | 13 | 18
CCOC(=O)c1ccnc2ccccc12 | -4 | 1 | 4 | 6 | -5 | -5

All compounds of this part, previewed entries included:
SMILES | mec2-1 | yeast sgs1 mgt1 | mlh1 rad18 | bub3 | cln2 rad14 | rad50
CCN(CC)CCN1C(=O)c2cccc3cc([N+](=O)[O-])cc(c23)C1=O | -3 | -25 | -30 | -6 | 0 | 62
OCc1ccccc1 | 19 | 0 | 26 | 29 | -15 | 37
CNc1ccccc1C(=O)N/N=C/C1CCCCC1 | -3 | 17 | 8 | 10 | -7 | 1
Cc1nc([N+](=O)[O-])cn1/C=C/Cn1cc([N+](=O)[O-])nc1C | -19 | 5 | 5 | -26 | 7 | -3
C=Cc1c(C)c2cc3[nH]c(cc4nc(cc5nc(cc1[nH]2)C(C)=C5CCC(=O)O)C(CCC(=O)O)=C4C)c(C)c3C=C | -13&2 | 13&9 | 27&33 | 0&1 | 10&10 | 13&6
CC1(C)N=C(/C(C#N)=[N+](/[O-])C(=O)c2ccccc2)C(C)(C)N1O | 0 | 25 | 8 | -10 | 8 | 10
CO/[N+]([O-])=C\C(=O)N/C=C/C(=O)O | 6 | 7 | 15 | 24 | 19 | 19
O=S(=O)(N1CCCCC1)N1CCCCC1 | -1 | 1 | -2 | 10 | 9 | 2
C[Si](C)(C)CCCO | 18 | 3 | 10 | 9 | 7 | 0
C=CCNc1nc(-c2ccc(OC)c(OC)c2)cs1 | 7 | 6 | 8 | 0 | 12 | 31
CCOC(=O)c1[nH]cc(C)c1-c1c[nH]c2ccccc12 | 28 | 20 | 41 | -4 | 20 | 31
c1ccc(Cn2ccnc2CSCCSCc2nccn2Cc2ccccc2)cc1 | 37 | -6 | 30 | -1 | 13 | 18
CCOC(=O)c1ccnc2ccccc12 | -4 | 1 | 4 | 6 | -5 | -5
CCOC(=O)/C(C#N)=C/NC(N)=O | 3 | -10 | -13 | 2 | -10 | -3
OCCc1cc2ccccc2c2ccccc12 | 7 | -5 | -13 | -16 | -12 | -4
O=C1N=C(C=c2ccc(=Cc3[nH]c(=O)n(CN4CCCCC4)c3O)cc2)C(=O)N1CN1CCCCC1 | -6 | 4 | -7 | -10 | 26 | 1
N#C/C(=C/c1c(O)ccc2ccccc12)C(N)=O | 18 | x | 61 | x | x | 34
Oc1ccc(O)c(-c2ccccc2)c1 | 36 | 53 | 44 | 34 | 51 | 62
c1ccc(Nc2nnnn2C2CCCCC2)cc1 | -1 | -6 | -2 | -13 | -71 | 16
CC(=O)NNc1nc(C)c(C(=O)NNC(=O)C(=O)Nc2nc3ccc([N+](=O)[O-])cc3s2)s1 | 23 | 3 | 5 | 32 | 18 | 33
CCCC1(O)CCCC1 | 9 | -17 | 4 | -2 | 20 | 22
CC1=NN(C(=O)Cc2ccccc2)C(=O)/C1=C\c1ccc(O)cc1 | -36 | -47 | -29 | -13 | -4 | -19
C/C(=C/c1ccccc1)OC(=O)c1ccccc1 | 5 | 11 | 36 | 26 | -2 | 26
COc1cc2c(c3c1c(=O)c1ccccc1n3C)C=C([N+](=O)[O-])C(C)(C)O2 | -33 | 17 | -25 | -39 | 7 | 1
CC(C)C(=O)NCc1ccccc1Sc1ccccc1CNC(=O)C(C)C | 6 | -18 | -1 | 1 | -10 | -14
CC(C)c1ccc2c(c1)C=C[C@H]1[C@](C)(COC(=O)c3ccccc3)CCC[C@]21C | -1 | 11 | 24 | 6 | -23 | 25
OC1OCC(COc2ccc(Cl)cc2)OC1O (stereo not given) | -9 | -12 | 19 | -37 | 1 | -18
CC(=O)Nc1ccc(Sc2ccc(NC(C)=O)cc2O)c(O)c1 | 17 | 32 | 42 | 15 | -31 | 34
CCCN(C(=O)c1ccccc1)C(C#N)c1ccc(C(C#N)N(CCC)C(=O)c2ccccc2)cc1 (stereo not given) | 1 | -24 | -32 | -12 | -11 | 7
O=C(c1ccccc1)C(Cc1ccccc1)NCCO (stereo not given) | -5 | 2 | -4 | -5 | 1 | 0
CC(C)OC(=S)Nc1ccccc1 | 14 | 38 | 19 | 13 | -42 | 34
C[C@H](CCc1nc(C#N)c(N)o1)[C@H]1CC[C@H]2[C@@H]3CCC4C[C@@H](O)CC[C@]4(C)[C@H]3C[C@@H](O)[C@]12C (stereo not given in full) | 92* | 86* | 46 | 84* | 88* | 87*
Cc1nc2ccccc2nc1-c1ccc(N=[N+]([O-])c2ccc(-c3nc4ccccc4nc3C)cc2)cc1 | 22 | -26 | 9 | -11 | 27 | 26
CCCSc1nnc(SCCC)c2[nH]cnc12 | -5 | 1 | -9 | 2 | -22 | 1
CCC(C)(C)c1ccc(OCCOc2ccc(C(=O)O)cc2[N+](=O)[O-])cc1 | 12 | -4 | -20 | -7 | -18 | -4
O=C1COCC(=O)OCCOCCSCCOCCO1 | -1 | -7 | 8 | 9 | 37 | -5
CCOC(CN(C)C)OCC | 7 | 4 | 6 | -6 | -18 | 9
COC(=O)/C(=C/C=C/c1ccccc1)N=[N+]=[N-] | 8 | -12 | -10 | 3 | -12 | -20
O=C1N(CCN2CCC3(CC2)OCCO3)CCN1c1cc(Cl)cc(Cl)c1 | 25 | 51 | 38 | 25 | 34 | 57
O=C(O)c1ccc(NC(C(=O)c2ccccc2)c2ccccc2)cc1 (stereo not given) | 9 | 2 | 16 | -1 | -61 | -1
O=c1c(-c2ccccc2)c[nH]c2ccccc12 | 17 | 21 | 44 | -11 | 8 | 27
C#Cc1cccc(N=Cc2cc(Cl)cc(Cl)c2O)c1 | 94* | 98* | 97* | 90* | 62 | 95*
CCc1cc(C)cc(NC(=O)OC2CCCCC2C)c1 (stereo not given) | 91* | 91* | 90* | 91* | 89* | 90*
CC(C)=Cc1cc(C(=O)Nc2ccc(Cl)c(Cl)c2)nc(N)n1 | -45 | -11 | -32 | -42 | 0 | -25
CNc1ncnc2ccccc12 | -15 | -7 | -2 | -11 | -10 | -23
Cc1cc(-c2cccc3ccccc23)[n+]([O-])cc1C | 1 | 17 | 12 | -24 | -16 | 16
CCCN(C)C(=O)N(CC)S(=O)(=O)c1ccc(Cl)cc1 | -2 | 5 | -30 | 5 | -23 | -23
Cn1nnc2c(C(N)=S)ncn2c1=O | 11 | 11 | 22 | 18 | 20 | 30
c1cc2c3c(ccc4c3c1CCC4)CCC2 | -13 | -2 | 0 | -2 | 8 | -3
CC(C)OC(=O)Oc1c(Cl)c(Cl)c(Cl)c(Cl)c1Cl | 51 | 55 | 57 | 74* | 16 | 62
Cc1cc(C)n2c(-c3ccccc3)c(C)c(C(N)=O)c2n1 | 3 | 0 | -5 | -49 | -30 | -18
CCN(CC)CCNC(=O)c1ccc(N=Cc2cc(Cl)cc(Cl)c2O)cc1 | 91* | 89* | 86* | 89* | 85* | 81*
CC(=O)Oc1ccc(OC(C)=O)c(CBr)c1CBr | -4 | 4 | 13 | 3 | 4 | -4
CN(C)CCCNc1ccc([N+](=O)[O-])c2nc3ccccc3c(N)c12 | -65 | 6 | 66 | -11 | 0 | -2
CCCCCCCCCCC(=O)OCC | 1 | -21 | -33 | 1 | -2 | -30
Cc1onc(-c2ccccc2)c1C(=O)N1CCCN2C(=O)c3ccccc3C21 (stereo not given) | -11 | 16 | 16 | 22 | 2 | 0
O=C1OC(c2ccccc2)=N/C1=C/c1c(-c2ccccc2)c(-c2ccccc2)c2n1CCC2 | 10 | 3 | 19 | -4 | 26 | 22
Cc1c(C(N)=O)c(NC=O)n(-c2ccccc2)c1C | 19 | 21 | 35 | 20 | 13 | 23
N#C/C(=C\NC(=S)NCc1ccccc1)c1nc2ccccc2s1 | 32 | 54 | 62 | 30 | 43 | 54
Cc1cc(S(=O)(=O)Cl)ccc1Cl | 1 | -1 | 8 | 9 | -29 | 15

Next entries.
SMILES | mec2-1 | yeast sgs1 mgt1 | mlh1 rad18 | bub3 | cln2 rad14 | rad50
OC1OCc2cc3ccccc3cc21 (stereo not given) | -1 | -8 | 4 | -8 | 4 | 21
C=CCNC(=S)/N=C/C(C(=O)Nc1ccc(Cl)cc1)=C(\C)O | -10 | -30 | -13 | -17 | 7 | -34
N#Cc1cnn(-c2ccc(Br)cc2)c1N | 1 | 3 | 6 | -7 | -34 | 11
Cc1cc2c(=O)[nH]c(N)nc2nc1C | -18 | -25 | -22 | -9 | 15 | -9
Cc1nc(Nc2ccccc2)c2c(C)c(C)[nH]c2n1 | -10 | 16 | 16 | -41 | -38 | 8
CC1CN(CCO)CCN1Cc1ccccc1 (stereo not given) | -12 | -17 | -6 | -13 | -5 | -13
CCCCNC(=O)NS(=O)(=O)c1ccc(CCl)cc1 | 4 | x | 40 | x | x | 23
O=[N+]([O-])c1ccc(-c2nc3ccc(Cl)cc3[nH]2)cc1 | 31 | 25 | 45 | 10 | 22 | -16
COc1cccc(C[n+]2cc([O-])on2)c1 | 26 | -3 | 18 | 21 | -28 | -16
O=C1c2ccccc2C(=O)N1CNc1cccc(NCN2C(=O)c3ccccc3C2=O)c1 | -12 | -10 | -2 | 1 | 16 | -4
CCOC(=O)C(=O)c1ccccc1 | 32 | 20 | 7 | 32 | -6 | -4
c1ccc([P+](CCCCCC[P+](c2ccccc2)(c2ccccc2)c2ccccc2)(c2ccccc2)c2ccccc2)cc1 | 85* | 83* | 82* | 87* | 78* | 82*
COc1ccc(C(C#N)C(C#N)c2ccccc2)cc1 (stereo not given) | 6 | -21 | -19 | 12 | -112 | 1
O=C1C(=O)N(c2ccc(Cl)cc2Cl)C(=O)C(=O)C1c1nc2ccccc2s1 | 30 | 4 | 29 | 26 | 24 | 43
COc1cc2c(c(OC)c1OC)-c1ccc(OC)c(=O)cc1[C@@H](N(C)C(C)=O)CC2 | 9 | 3 | -40 | 3 | 12 | 9
CC1(C)CCN(CCOC(=O)C(c2ccccc2)C2C=CCCC2)C1 (stereo not given) | 57 | 77* | 70 | 70 | 74* | 64
CC1(c2ccc(F)cc2)OC(=O)c2c1ccc1ccccc21 (stereo not given) | 43 | 56 | 30 | 73* | -2 | 56
CCCCCC[C@H](C/C=C\CCCCCCCC(=O)OCC(C)OC(C)=O)OC(C)=O (stereo not given in full) | -12 | -38 | -22 | -28 | -26 | -12
COc1cccc(C2SCC(=O)N2c2ccc(-n3c(-c4ccccc4)nc4ccccc4c3=O)cc2)c1OC (stereo not given) | 26 | 1 | 27 | 22 | -10 | 12
O=C(O)CN(CCCN(CC(=O)O)CC(=O)O)CC(=O)O | 1 | -2 | -30 | -7 | -14 | -5
CC(SC1=CC(=O)c2c(Cl)ccc(O)c2C1=O)C(=O)O (stereo not given) | 1 | -25 | 8 | 6 | -48 | 6
O=C(CCSCCC(=O)NN=C1CCSCC1)NN=C1CCSCC1 | 19 | -11 | -9 | -9 | -26 | -5
CC(=O)OC1COC(N2C(=O)C(=O)c3cc(Br)c([N+](=O)[O-])cc32)C(OC(C)=O)C1OC(C)=O (stereo not given) | 12 | -11 | 1 | -10 | -2 | 14
CCC/C(=N/NC(=O)C1CCCO1)c1ccccc1 (stereo not given) | 18 | 17 | 26 | 8 | -4 | -2
COc1cc(/C=C/C(=O)NCCc2c[nH]c3ccc(O)cc23)ccc1O | -1 | 9 | 7 | 3 | 12 | -9
CCCCOC(=O)/C=C\C(=O)NC(=O)NC(C)(C)C | 1 | -4 | 3 | 5 | -33 | -8
